H9c2 TAG inh: reduces triacylglycerol accumulation in H9c2 cells; inhibition, % at 12.5 µM; 230,000 tested, 0.66% active; AID 651582; Nile Red lipid (TAG) fluorescence; cells loaded with 200 µM oleic acid;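 active means pattern-corrected inhibition of lipid staining of at least 50% with the nuclear-stain viability signal not falling by more than 50%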;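 further: 0% = DMSO wells and 100% = triacsin C control wells; some results filed as inactive read as strong as hits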
H9c2 TAG inh DAPI viability: also measured in H9c2 TAG inh; calls as there; DAPI nuclei signal change (viability), lower = more cytotoxic, %;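 whole-well DAPI fluorescence read on a plate reader as a viability signal; minus 50 percent equals half of cells still viable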
The depositor's hits bear a star.

SMILES	H9c2 TAG inh	H9c2 TAG inh DAPI viability
Cc1c(NC(=O)CCCN2C(=O)c3cccc4cccc(c34)C2=O)c(=O)n(-c2ccccc2)n1C	8	-4
CCCc1cc(-c2[nH]ncc2-c2ccc3c(c2)OCCCO3)c(O)cc1O	3	-4
COc1cccc(/C=N/NC(=O)Cn2nc([N+](=O)[O-])cc2C)c1	-8	5
C=CCCCCCCCCC(=O)NNC1CC(=O)N(c2ccccc2)C1=O (stereo not given)	2	1
COc1ccc(NC(=O)C2CCCCN2S(=O)(=O)c2ccc(F)cc2)cc1 (stereo not given)	-10	4
CC(C)N1CCc2c(sc(NC(=O)c3cc4cc([N+](=O)[O-])ccc4s3)c2C(N)=O)C1	5	-5
CC(=O)Nc1ccc(-c2nnn(CC(=O)c3ccc(F)cc3)n2)cc1Cl	-6	6
Cc1ccc(C(=O)N2CCN3C(=O)c4ccccc4C23c2ccc(Cl)cc2)cc1 (stereo not given)	-23	1
Cc1ccc(C(=O)Nc2ccccc2C(=O)O)cc1NC(=O)COc1c(C)cccc1C	11	-2
CC1=NN(C(=O)c2cccnc2)C(O)(C(F)(F)F)C1 (stereo not given)	6	3
O=C(NCCN1CCOCC1)C(=O)NCC1OCCN1S(=O)(=O)c1ccc(Br)cc1 (stereo not given)	-16	-3
C[C@@H]1CCCCO[C@@H](CN(C)Cc2ccc(C(F)(F)F)cc2)[C@@H](C)CN([C@H](C)CO)C(=O)c2cc(N(C)C)ccc2O1	50	-3
COc1cccc(CN(C)C(=O)c2cccnc2SC)c1OC	-9	7
COc1ccc(Cl)cc1NC(=O)CN(C)C(=O)CCCNC(=O)c1ccc(Cl)cc1	12	-11
CCc1cccc(NC(=O)CCSCCC(=O)Nc2cccc(CC)c2)c1	-10	-3
CCOC(=O)C(NC(=O)c1cccnc1)(Nc1cccc(C)n1)C(F)(F)F (stereo not given)	-51	2
CC(C)(C)NC(=O)C(=O)NNC(=O)C12CC3CC(CC(C3)C1)C2	13	-1
COc1cc(CNCCO)cc(Br)c1OCc1ccccc1	7	1
O=C(NC1=NCCS1)c1ccccc1OCc1ccc(F)cc1	-2	-5
CC(C)OCCCNC(=O)C(=O)NCCCOC(C)C	14	-18
CCOC(=O)C1=C(COC(=O)c2ccc3ccccc3c2O)NC(=O)NC1C (stereo not given)	16	7
COc1cccc(OCc2nc(-c3ccc(Br)o3)no2)c1	-6	-4
CCN1CCN(c2ccc(S(=O)(=O)N3CCOCC3)cc2NC(=O)c2cc(F)c(F)c(F)c2F)CC1	29	2
COc1ccc(NC(=O)CCCC2CCCCC2)c(OC)c1	-7	6
Cc1ccsc1/C=C(\C#N)C(=O)NC1CCS(=O)(=O)C1 (stereo not given)	-11	-3
COc1ccccc1Nc1nc(N)nc(CSC(=S)N2CCN(c3ccccc3)CC2)n1	6	2
Cc1ccccc1N1CCN(CC(=O)Nc2nccs2)CC1	8	-2
O=C(NCC1CCCO1)c1cccc(-n2cnnn2)c1 (stereo not given)	-13	3
Cc1ccc(OCCSc2nc3ncnc(N)c3[nH]2)cc1	15	-9
COc1ccc(S(=O)(=O)Nc2ccc3c(c2)C(=O)N([C@H](C)CO)C[C@H](C)[C@@H](CN(C)S(=O)(=O)c2cccs2)O3)cc1	10	3
CCCCn1c(N)c(Br)c(=O)[nH]c1=O	7	-4
CCC(NC(=O)c1ccccc1NC(=O)c1ccco1)C(=O)NNC(=O)c1ccc(OC)cc1 (stereo not given)	5	2
CSc1cccc(NC(=O)c2cnn3ccccc23)c1	13	-6
COC(=O)c1sccc1NC(=O)/C=C\c1ccc(Cl)cc1Cl	1	-4
OCC1CCCC(n2cnc3c(=S)nc[nH]c32)O1 (stereo not given)	3	11
COc1ccc(Cn2c(-c3ccc(C)cc3)c[n+]3ccccc23)cc1	-9	-8
O=C(COc1ccc(F)cc1)N(Cc1cccs1)C1CCS(=O)(=O)C1 (stereo not given)	-7	-6
O=C(O)c1ccc(/C=N/NC(=S)NCc2ccccc2)cc1	7	6
CC1CCc2c(sc(NC(=O)COC(=O)C3CCCO3)c2C#N)C1 (stereo not given)	4	4
O=C(COc1cc(F)ccc1[N+](=O)[O-])Nc1ccc(N2CCOCC2)cc1	3	-3
CCOC(=O)C(C)n1cnc2c(oc3ccccc32)c1=O (stereo not given)	-3	-7
CCOC(=O)c1c(NC(=O)CN2C(=O)NC(C)(c3ccc(OC(F)F)cc3)C2=O)sc(C)c1C (stereo not given)	5	9
N#CC1=C(N)Oc2n[nH]c(-c3ccc(F)cc3)c2C1c1cccc(OC(=O)N2CCOCC2)c1 (stereo not given)	-6	15
O=C(Cc1c(F)cccc1Cl)N1CCN(S(=O)(=O)c2cccc(F)c2)CC1	-5	-5
CCOC(=O)N1CCC(N2C(=O)c3ccccc3C2Nc2ccc(Cl)cn2)CC1 (stereo not given)	5	-2
Cc1cc(C)n(C(=O)c2ccc([N+](=O)[O-])cc2[N+](=O)[O-])n1	-2	10
Cc1ccc(NC(=O)COC(=O)CN2CCCCCC2=O)cc1C	-1	-10
OC(c1ccc2ccccc2c1)c1ncc(-c2ccc(C(F)(F)F)cc2)[nH]1 (stereo not given)	-5	1
Cc1ccc(N(C(C)C(=O)N2CCOCC2)S(C)(=O)=O)cc1C (stereo not given)	18	-11
O=C(COc1cccc(C(F)(F)F)c1)N1CCN(c2ccc(O)cc2)CC1	-12	0
CC1Cc2ccccc2N1C(=O)COC(=O)c1ccc(Cl)c(S(=O)(=O)N2CCOCC2)c1 (stereo not given)	1	-3
CN(NC(=O)c1ccccc1)c1nc2ccccc2nc1C(F)(F)F	-11	1
CCOc1ccc(S(=O)(=O)N2CCOCC2)cc1NC(=O)CSCC(=O)Nc1cccc(C)c1	-4	-5
Cc1cc(CNC(=O)C2(C(F)(F)F)C/C(=C\CCO)CCCO2)nn1C (stereo not given)	11	-9
CCOc1ccc(N(CC(=O)Nc2c(C)cccc2C)S(=O)(=O)c2c(C)[nH]c(=O)[nH]c2=O)cc1	-3	4
Cc1ccc(Nc2nc(CSc3nnnn3-c3ccccc3)cs2)cc1	-41	1
Clc1cccc(CSc2nccn2-c2ccccc2)c1	-9	6
CC1CN(c2ncnc3c2cnn3-c2ccc(Cl)cc2)CC(C)O1 (stereo not given)	6	2
CCc1ccc2[nH]c(=O)c(CN(CCN(C)C)C(=O)Nc3ccccc3OC)cc2c1	15	14
COn1c(=O)c(-c2cccc(Br)c2)[n+]([O-])c2ccccc21	9	3

Fetched by structure from above, four records:
SMILES	H9c2 TAG inh	H9c2 TAG inh DAPI viability
O=C(COc1cccc(C(F)(F)F)c1)N1CCN(c2ccc(O)cc2)CC1	-12	0
Cc1ccc(Nc2nc(CSc3nnnn3-c3ccccc3)cs2)cc1	-41	1
Cc1ccc(N(C(C)C(=O)N2CCOCC2)S(C)(=O)=O)cc1C (stereo not given)	18	-11
Cc1cc(CNC(=O)C2(C(F)(F)F)C/C(=C\CCO)CCCO2)nn1C (stereo not given)	11	-9

Other compounds:
SMILES	H9c2 TAG inh	H9c2 TAG inh DAPI viability
O=C(CN1C(=O)c2ccccc2C1=O)OCC(=O)N1CCN(c2ccccc2)CC1	-12	-2
COc1ccc(OC)c(N2CC(O)(c3ccccc3)[N+]3=C2SCCC3)c1 (stereo not given)	0	-2
CCOC(=O)c1c(-c2ccc(OC)cc2)csc1NC(=O)CSc1nnc(C)c(=O)[nH]1	1	5
C/C=C/C=N/Nc1nc(C)cc(=O)[nH]1	-12	-1
C/C(Cn1nnc([N+](=O)[O-])n1)=N\NC(=O)c1ccc(O)cc1O	3	-6
O=C(Nc1ccccn1)C(=O)N1CCCCC1	-3	-11
O=c1c(Cl)c(NCC2CCCO2)cnn1C12CC3CC(CC(C3)C1)C2 (stereo not given)	4	2
COc1ccc2c(COC(=O)[C@@H]3CCCN3S(=O)(=O)c3ccc(Cl)cc3)cc(=O)oc2c1	0	2
CCCSc1nc2c([nH]1)c(=O)n(C)c(=S)n2C	2	3
Cn1nnnc1SCCNC(=O)C1CCC(=O)N(CCc2ccccc2)C1 (stereo not given)	-4	5
COc1ccc(C2=NOC(Cn3nc(-c4ccccc4C)cc3C(=O)O)C2)cc1 (stereo not given)	-11	2
O=C(Cn1c(NCCO)nc2ccccc21)Nc1ccc2c(c1)OCCCO2	-11	7
CCc1ccc(NC(=O)c2onc(C)c2Cl)cc1	3	0
Cc1ccccc1CC(=O)N1CCOCC1	5	-9
CN(NS(=O)(=O)c1cccs1)c1ncc(C(F)(F)F)cc1Cl	-8	-6

One compound at a time, as listed above:
COc1ccc(Cl)cc1NC(=O)CN(C)C(=O)CCCNC(=O)c1ccc(Cl)cc1 in the list: H9c2 TAG inh: 12; H9c2 TAG inh DAPI viability: -11
CCOC(=O)C(C)n1cnc2c(oc3ccccc32)c1=O (stereo not given) in the list: H9c2 TAG inh: -3; H9c2 TAG inh DAPI viability: -7

New compounds follow.
SMILES	H9c2 TAG inh	H9c2 TAG inh DAPI viability
Cc1cc(-c2cc(-c3ccccc3)on2)nc(NC2CCCC2)n1	-3	11
CCOC(=O)Cn1nc(C)c2ccccc2c1=O	-15	8
CCN(C(=O)CN1CCN(C)CC1)c1cccc2ccccc12	1	-1
O=C(Nc1ccncc1)Nc1ccccc1Cl	0	-2
CCOC(=O)C1CCN(C(=O)CCc2c(C)nc3cc(-c4ccccc4)nn3c2C)CC1	-11	6
Cc1cc(C)c(NC(=O)CNC(=O)c2cc(C3CC3)nn2-c2ccccc2)c(C)c1	6	-8
CCN(C(=O)c1ccco1)c1nnc(-c2ccc(OC)cc2)s1	-22	-2
O=C(COC(=O)/C=C/c1cccc(F)c1)NNC(=O)c1ccccc1	17	-10
CCn1cc(C(=O)O)c(=O)c2cnc(N3CCN(C(=S)Nc4ccccc4C(F)(F)F)CC3)nc21	-4	3
O=C(NC1=NCCS1)Nc1ccccc1	4	-2
COc1ccc(NC(=O)CNC(=O)c2sc3ccccc3c2Cl)c(OC)c1	1	-6
CCOC(=O)c1sc2nc(CC(=O)OC)nc(NCCN3CCOCC3)c2c1C	7	-1
CC1(C(=O)NS(=O)(=O)c2ccc(F)cc2F)CCN1C(=O)c1ccccc1CCc1ccccc1 (stereo not given)	-2	-16
COc1ccc([N+](=O)[O-])c(OC)c1C(=O)Nc1ccc(F)cc1F	11	-6
COc1ccc(CN2CCC[C@]3(N[C@H](c4ccc(C)cc4)[C@@H]4C(=O)N(C)C(=O)[C@@H]43)C2=O)cc1	-4	0
CCN(CC(=O)NCc1cccs1)C(=O)c1ccc(C)o1	7	-12
CN(C)CCCn1c2c(c(SCC(=O)Nc3ccc4c(c3)OCO4)nc1=O)CCC2	3	-6
COc1ccc2oc(-c3ccccc3)c(C(=O)N(C)C)c2c1	-8	4
CCC(Oc1ccccc1)C(=O)Nc1cc(C(F)(F)F)ccc1N1CCOCC1 (stereo not given)	-2	18
Cn1cccc1C(=O)NC(=O)CSc1nnc(C2CC2)n1-c1ccccc1	-8	17
Oc1c(Cl)c(Cl)c2ncccc2c1Cl	9	3
CCOC(=O)c1ccc(NC(=O)c2nc[nH]c2C(=O)N(C)CCO)cc1	20	5
CC1CC(C)(C)CC2(C1)NC(=O)N(CC(=O)N(Cc1ccccc1)c1ccccc1)C2=O (stereo not given)	8	-2
COC(=O)[C@@](C)(O)C1(C(=O)SC(C)(C)C)CC1	-1	-1
Cc1ccc(S(=O)(=O)NC(C)(C)C)cc1C(=O)OCC(=O)N1CCCC1=O	8	-2
O=C(CN1CCN(c2ccccn2)CC1)N1CC(O)CO1 (stereo not given)	-18	-3
Nc1ccc(C(=O)N2CCN(S(=O)(=O)c3ccc4c(c3)OCCCO4)CC2)cc1[N+](=O)[O-]	2	2
CCCn1c(SC/C(O)=C(\C#N)c2nc3ccccc3[nH]2)n[nH]c1=O	0	5
CCN1C(=O)[C@H]2[C@@H](c3ccc(C)cc3)N3C(=O)N(c4ccc(OC)cc4)C(=O)[C@@]3(Cc3ccc(Cl)cc3)[C@H]2C1=O	-14	-2
CCN(Cc1nc2cc(Cl)ccc2c(=O)[nH]1)C(=O)c1cc(C2CC2)nn1-c1ccccc1	-16	9

Part of the list above, bar-delimited.
Molecule | H9c2 TAG inh | H9c2 TAG inh DAPI viability
COc1ccc2oc(-c3ccccc3)c(C(=O)N(C)C)c2c1 | -8 | 4
CCC(Oc1ccccc1)C(=O)Nc1cc(C(F)(F)F)ccc1N1CCOCC1 (stereo not given) | -2 | 18
Cn1cccc1C(=O)NC(=O)CSc1nnc(C2CC2)n1-c1ccccc1 | -8 | 17
Oc1c(Cl)c(Cl)c2ncccc2c1Cl | 9 | 3
CCOC(=O)c1ccc(NC(=O)c2nc[nH]c2C(=O)N(C)CCO)cc1 | 20 | 5

Other structures follow.
SMILES	H9c2 TAG inh	H9c2 TAG inh DAPI viability
CCc1nc2ccc(C(=O)NCCCn3ccnc3)cn2c1N(CC)CCOC	6	0
O=C(CCCCCn1c(=O)[nH]c2ccccc2c1=O)NCCc1c[nH]c2ccccc12	22	-11
CC1(C)O[C@@H]1COc1c2ccoc2cc2oc(=O)ccc12	6	-4
CN(Cc1ccccc1)C(=O)c1ccccc1C(=O)O	13	-7
C#CC(C)(CC)NC(=O)c1cc2cccc(CC=C)c2oc1=O (stereo not given)	-3	-5
CCC(Sc1nccn1C)C(=O)Nc1nnc(C)s1 (stereo not given)	9	-4
Cc1cc(C)c(C(=O)c2cccs2)c(C)c1	2	-2
COc1ccc(Oc2nccc(-c3ccc(F)cc3)c2C#N)cc1	-117	12
COc1cccc2[nH]c(C(=O)NN)c(N)c12	-6	9
Cc1cccc(C(=O)N/N=C/c2coc3ccccc3c2=O)c1	9	-2
Cc1ccc(CNC(=O)c2ccc(NC3=NC4CS(=O)(=O)CC4S3)cc2)cc1 (stereo not given)	-4	-4
Cc1nn(C)cc1CN(C)Cc1c(C(=O)N(C)Cc2ccccc2)nc2ccccn12	-4	-4
Cc1cc(Cl)ccc1NC(=O)C1CCN(S(C)(=O)=O)CC1	-6	10
Cc1cc(NC(=O)CSc2nnc(C3CC3)n2-c2ccccc2)no1	13	-3
COc1cc(C(=O)N2CCN(C(=O)C3CC3)CC2)cc(OC)c1OC	6	4
CCOC(=O)C(C(=O)OCC)C(c1ccccc1)N1CCN(c2ccccc2)CC1 (stereo not given)	12	-1

Only part of the results is shown; the hit share may differ from the screen's.
